Screening data (PubChem BioAssay)
VEEV TC-83 Vero: inhibitors of VEEV TC-83 cytopathic effect, confirmation, Vero cells (AID 588727); inhibition, % at 20 µM, or IC50 in µM where a hit was titrated; 0.13% of 350,000 active; Vero cells, VEEV TC-83 cytopathic effect inhibition; higher % means a stronger effect; in the data active = a potency from the dose series; also: strong numbers were not always called active
influenza NS1A: H1N1 influenza NS1A inhibitors, functional cell based assay (AID 504329). NS1A functional cell-based assay, percent inhibition; higher % means a stronger effect. inhibition, % at 12.5 µM; hits with a dose series show IC50 in µM. 0.3% of 340,000 active; in the data active = a potency from the dose series; also: strong numbers were not always called active
H37Rv inhibition: M. tuberculosis growth inhibition, HTS (AID 449762); 0.59% of 330,000 active; one-dose inhibition, % at 25 µM; IC50 in µM for titrated hits; M. tuberculosis H37Rv growth inhibition, 7H9 media; higher % means a stronger effect; in the data active = a potency from the dose series;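 also: bacterial growth assessed after seven days of incubation; strong numbers were not always called active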
Salmonella PhoP GFP: PhoP regulon inhibitors, Salmonella typhi PhoP promoter GFP reporter, confirmatory (AID 1850) | 0.33% of 310,000 active | inhibition, % at 50 µM, or IC50 in µM where a hit was titrated | Salmonella Typhi PhoP-promoter GFP reporter, fluorescence, 4 h; higher % means a stronger effect; in the data active = a potency from the dose series;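 also: 0% = induced wells with vehicle and 100% = uninduced wells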
tuberculosis growth: growth inhibition of non-replicating M. tuberculosis (AID 488890). Mycobacterium tuberculosis non-replicating, growth inhibition; higher % means a stronger effect. inhibition, % at 25 µM, or IC50 in µM where a hit was titrated. 0.39% of 320,000 active; in the data active = a potency from the dose series;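 also: plate controls were DMSO cells for no effect and high antibiotic wells for full effect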
Starred values were filed as active, the others as inactive.

What do the screens show for `CCOc1ccc(Nc2ccc3nonc3c2[N+](=O)[O-])cc1`?
VEEV TC-83 Vero: 1.8%; influenza NS1A: 0%; H37Rv inhibition: 66%; Salmonella PhoP GFP: 2%; tuberculosis growth: -4%

How did Cc1ccc(S(=O)(=O)NCC(NCc2ccc(F)cc2)c2ccccc2)cc1 (stereo not drawn) do in these assays?
VEEV TC-83 Vero: 2.5%; influenza NS1A: -13%

How did CCCn1c(N)c(C(=O)CSc2nc(C)cs2)c(=O)[nH]c1=O do in these assays?
VEEV TC-83 Vero: 10%; influenza NS1A: 8%; H37Rv inhibition: 1%; Salmonella PhoP GFP: -3%; tuberculosis growth: 1%

Results for COCCNC(=O)CCc1c(C)nc2c(c(C)nn2-c2ccc(C)c(C)c2)c1C ?
VEEV TC-83 Vero: 1.0%; influenza NS1A: -9%; H37Rv inhibition: 5%; Salmonella PhoP GFP: 8%; tuberculosis growth: 6%

What do the screens show for `Cc1ccccc1C1NC(=O)c2ccccc2O1` (stereo not drawn)?
VEEV TC-83 Vero: 0.1%; influenza NS1A: -17%; H37Rv inhibition: -6%; Salmonella PhoP GFP: -1%; tuberculosis growth: 5%

How did CCN(CC)S(=O)(=O)c1ccc(O)c(C(=O)OCC(=O)N2c3ccccc3CC2C)c1 (stereo not drawn) do in these assays?
VEEV TC-83 Vero: inactive; influenza NS1A: -8%; H37Rv inhibition: -2%; Salmonella PhoP GFP: 4%; tuberculosis growth: 34%

How did O=C(O)c1ccc(N2CCN(C(c3ccccc3)c3ccccc3)CC2)c([N+](=O)[O-])c1 do in these assays?
VEEV TC-83 Vero: inactive; influenza NS1A: 2%; H37Rv inhibition: 7%; Salmonella PhoP GFP: 6%; tuberculosis growth: 9%

Results for COC(=O)c1nnn(-c2nonc2N)c1CN1CCCC1 ?
VEEV TC-83 Vero: 0.6%; influenza NS1A: -2%; H37Rv inhibition: -1%; Salmonella PhoP GFP: -3%; tuberculosis growth: -6%

What do the screens show for `C=CCNC(=O)COC(=O)c1ccc(Cl)c(S(=O)(=O)N(Cc2ccccc2)c2ccccc2)c1`?
VEEV TC-83 Vero: inactive; influenza NS1A: -4%; H37Rv inhibition: -1%; Salmonella PhoP GFP: -1%; tuberculosis growth: 31%

What do the screens show for `COc1cc2c(cc1OC)CN(C(=O)CSc1nnc(C)s1)CC2`?
VEEV TC-83 Vero: 0.5%; influenza NS1A: 3%; H37Rv inhibition: 0%; Salmonella PhoP GFP: -4%; tuberculosis growth: -2%

How did COc1ccc(OCC(NS(=O)(=O)c2ccc(-n3cnnn3)cc2)C(C)C)cc1 (stereo not drawn) do in these assays?
VEEV TC-83 Vero: 2.0%; influenza NS1A: 3%; H37Rv inhibition: 14%; Salmonella PhoP GFP: -2%; tuberculosis growth: 2%

What do the screens show for `O=C(CSc1nncs1)NC(=O)NCc1ccccc1`?
VEEV TC-83 Vero: inactive; influenza NS1A: 6%; H37Rv inhibition: 7%; Salmonella PhoP GFP: -4%; tuberculosis growth: 10%

In the list so far, 6 have four or more nitrogen atoms.
What do the screens show for `CCOc1ccc(Nc2ccc3nonc3c2[N+](=O)[O-])cc1`?
VEEV TC-83 Vero: 1.8%; influenza NS1A: 0%; H37Rv inhibition: 66%; Salmonella PhoP GFP: 2%; tuberculosis growth: -4%

How did CCCn1c(N)c(C(=O)CSc2nc(C)cs2)c(=O)[nH]c1=O do in these assays?
VEEV TC-83 Vero: 10%; influenza NS1A: 8%; H37Rv inhibition: 1%; Salmonella PhoP GFP: -3%; tuberculosis growth: 1%

Results for COCCNC(=O)CCc1c(C)nc2c(c(C)nn2-c2ccc(C)c(C)c2)c1C ?
VEEV TC-83 Vero: 1.0%; influenza NS1A: -9%; H37Rv inhibition: 5%; Salmonella PhoP GFP: 8%; tuberculosis growth: 6%

Results for COC(=O)c1nnn(-c2nonc2N)c1CN1CCCC1 ?
VEEV TC-83 Vero: 0.6%; influenza NS1A: -2%; H37Rv inhibition: -1%; Salmonella PhoP GFP: -3%; tuberculosis growth: -6%

How did COc1ccc(OCC(NS(=O)(=O)c2ccc(-n3cnnn3)cc2)C(C)C)cc1 (stereo not drawn) do in these assays?
VEEV TC-83 Vero: 2.0%; influenza NS1A: 3%; H37Rv inhibition: 14%; Salmonella PhoP GFP: -2%; tuberculosis growth: 2%

What do the screens show for `O=C(CSc1nncs1)NC(=O)NCc1ccccc1`?
VEEV TC-83 Vero: inactive; influenza NS1A: 6%; H37Rv inhibition: 7%; Salmonella PhoP GFP: -4%; tuberculosis growth: 10%

Carrying on.
Results for CCC1CCCCN1Cc1ccc(OC)c(OC)c1 (stereo not drawn) ?
VEEV TC-83 Vero: 0.4%; influenza NS1A: -1%; H37Rv inhibition: 0%; Salmonella PhoP GFP: -4%; tuberculosis growth: -1%

Results for O=C(O)CCCc1c(-[n+]2ccccc2)[nH]c2ccccc12 ?
VEEV TC-83 Vero: 0.4%; influenza NS1A: -7%; H37Rv inhibition: 7%; Salmonella PhoP GFP: -2%; tuberculosis growth: 13%

What do the screens show for `CCN(C(=O)CSc1ccc2ccccc2n1)C1CCS(=O)(=O)C1` (stereo not drawn)?
VEEV TC-83 Vero: 2.0%; influenza NS1A: 3%; H37Rv inhibition: 3%; Salmonella PhoP GFP: 19%; tuberculosis growth: 8%

What do the screens show for `CC1(C)Cc2ccccc2C2CC(O)C(=O)N21` (stereo not drawn)?
VEEV TC-83 Vero: 0.0%; influenza NS1A: 1%; H37Rv inhibition: -7%; Salmonella PhoP GFP: -6%; tuberculosis growth: 9%

What do the screens show for `CC(=O)Nc1ccc(/C=C/c2ccc3cccc([N+](=O)[O-])c3n2)cc1`?
VEEV TC-83 Vero: 1.2%; influenza NS1A: -5%; H37Rv inhibition: 3%; Salmonella PhoP GFP: -3%; tuberculosis growth: -2%

How did CCOC(=O)C1=C(O)CSC1=Nc1cccc2ccccc12 do in these assays?
VEEV TC-83 Vero: inactive; influenza NS1A: 12%; H37Rv inhibition: 1%; Salmonella PhoP GFP: -3%; tuberculosis growth: 2%

What do the screens show for `O=C(CSc1nc2ccccc2c(=O)n1CCCO)NCc1ccccc1`?
VEEV TC-83 Vero: 0.8%; influenza NS1A: 6%; H37Rv inhibition: -4%; Salmonella PhoP GFP: -8%; tuberculosis growth: 10%

How did O=C(CO/N=C/c1ccc(Cl)cc1Cl)NNC(=O)c1cccc(Cl)c1 do in these assays?
VEEV TC-83 Vero: 8.6%; influenza NS1A: 0%; H37Rv inhibition: 5%; Salmonella PhoP GFP: -7%; tuberculosis growth: -8%

What do the screens show for `CC1Oc2ccccc2C=C1/C=N/NC(=O)c1ccccc1O` (stereo not drawn)?
VEEV TC-83 Vero: 3.9%; influenza NS1A: -6%; H37Rv inhibition: -3%; Salmonella PhoP GFP: 0%; tuberculosis growth: 38%

How did CCOc1ccc(C2C(C(=O)c3ccco3)=C(O)C(=O)N2Cc2cccnc2)cc1OC (stereo not drawn) do in these assays?
VEEV TC-83 Vero: 1.2%; influenza NS1A: -3%; H37Rv inhibition: -3%; Salmonella PhoP GFP: 1%; tuberculosis growth: 2%

What do the screens show for `Cc1cccc(CSc2[nH]c(=O)ncc2C)c1`?
VEEV TC-83 Vero: 2.0%; influenza NS1A: 6%; H37Rv inhibition: -4%; Salmonella PhoP GFP: -5%; tuberculosis growth: 19%

Results for COc1cccc(NC(=O)CCNC(=O)c2ccccc2Cl)c1 ?
VEEV TC-83 Vero: 1.5%; influenza NS1A: -14%; H37Rv inhibition: -9%; Salmonella PhoP GFP: 0%; tuberculosis growth: -13%

How did CCc1ccc(-c2cc(C)no2)cc1S(=O)(=O)N1CCN(c2ccc(OC)cc2)CC1 do in these assays?
VEEV TC-83 Vero: 2.4%; influenza NS1A: 16%; H37Rv inhibition: 5%; Salmonella PhoP GFP: -6%; tuberculosis growth: 14%

How did CC(C)Cn1c2c(c(O)c(C(=O)Nn3c(Cc4ccccc4)nc4ccccc4c3=O)c1=O)CCCC2 do in these assays?
VEEV TC-83 Vero: inactive; influenza NS1A: 1%; H37Rv inhibition: 5%; Salmonella PhoP GFP: -4%; tuberculosis growth: -4%

What do the screens show for `Cc1ccc(S(=O)(=O)Nc2ccc(NC(=O)c3ccc(F)cc3)cc2)cc1`?
VEEV TC-83 Vero: 2.1%; influenza NS1A: 10%; H37Rv inhibition: 1%; Salmonella PhoP GFP: 6%; tuberculosis growth: -14%

Results for CN(C)S(=O)(=O)c1ccc(Cl)c(NC(=O)COC(=O)CN2C(=O)NC(C)(C)C2=O)c1 ?
VEEV TC-83 Vero: inactive; influenza NS1A: 25%; H37Rv inhibition: -5%; Salmonella PhoP GFP: -1%; tuberculosis growth: -5%

How did COc1ccc(NC(=O)CN2CCN(S(=O)(=O)N(C)C)CC2)cc1 do in these assays?
VEEV TC-83 Vero: 2.3%; influenza NS1A: 2%; H37Rv inhibition: 0%; Salmonella PhoP GFP: 0%; tuberculosis growth: 0%

Results for COC(=O)c1c(C(=O)OC)c(C)n(Cc2cccnc2)c1C ?
VEEV TC-83 Vero: 1.5%; influenza NS1A: 8%; H37Rv inhibition: -10%; Salmonella PhoP GFP: 0%; tuberculosis growth: -15%

How did c1ccc(CCn2nnc3ccccc32)cc1 do in these assays?
VEEV TC-83 Vero: 2.4%; influenza NS1A: -21%; H37Rv inhibition: -5%; Salmonella PhoP GFP: 2%; tuberculosis growth: 38%

Results for CCOC(=O)CN(C(=O)COc1nc(-c2ccccc2)cc(C)c1C#N)c1ccc(C)cc1 ?
VEEV TC-83 Vero: 4.3%; influenza NS1A: 3%; H37Rv inhibition: -4%; Salmonella PhoP GFP: 6%; tuberculosis growth: -15%

How did O=C1CSC(=O)N1CC(O)COc1ccc(Cl)cc1 (stereo not drawn) do in these assays?
VEEV TC-83 Vero: 0.3%; influenza NS1A: -14%; H37Rv inhibition: 1%; Salmonella PhoP GFP: -2%; tuberculosis growth: 8%

How did Cc1ccc(N(C(=O)c2csnn2)C(C(=O)NC(C)(C)C)c2cccnc2)cc1 (stereo not drawn) do in these assays?
VEEV TC-83 Vero: inactive; influenza NS1A: -8%; H37Rv inhibition: -8%; Salmonella PhoP GFP: -7%; tuberculosis growth: 2%

How did O=c1[nH][nH]c2cc(=O)n(-c3cccc(C(F)(F)F)c3)nc12 do in these assays?
VEEV TC-83 Vero: 0.5%; influenza NS1A: 9%; H37Rv inhibition: 1%; Salmonella PhoP GFP: -1%; tuberculosis growth: 3%

How did COc1ccc(S(=O)(=O)N2CCC(C(=O)NCc3ccncc3)CC2)cc1Cl do in these assays?
VEEV TC-83 Vero: 2.0%; influenza NS1A: 3%; H37Rv inhibition: -4%; Salmonella PhoP GFP: 4%; tuberculosis growth: -20%

What do the screens show for `CCC(Cc1ccccc1)NC(=O)C1=C(C)C(=O)OC12CCC(C)CC2` (stereo not drawn)?
VEEV TC-83 Vero: 0.4%; influenza NS1A: 0%; H37Rv inhibition: 3%; Salmonella PhoP GFP: -6%; tuberculosis growth: -9%

How did CCCc1nc2sc3c(c2c(=O)n1N)CCC3 do in these assays?
VEEV TC-83 Vero: 6.4%; influenza NS1A: -14%; H37Rv inhibition: 0%; Salmonella PhoP GFP: -1%; tuberculosis growth: -10%

Results for O=C(CS(=O)(=O)Cc1ccccc1)Nc1cccnc1 ?
VEEV TC-83 Vero: 4.1%; influenza NS1A: -6%; H37Rv inhibition: 2%; Salmonella PhoP GFP: 5%; tuberculosis growth: 11%

Results for CCOc1ccccc1Nc1ncnc2ccccc12 ?
VEEV TC-83 Vero: 1.1%; influenza NS1A: -8%; H37Rv inhibition: -6%; Salmonella PhoP GFP: -5%; tuberculosis growth: 9%

Results for COc1ccc(Cn2c(C)nc([N+](=O)[O-])c2SCC(=O)O)cc1[N+](=O)[O-] ?
VEEV TC-83 Vero: inactive; H37Rv inhibition: -1%; Salmonella PhoP GFP: -9%; tuberculosis growth: 3%

How did COc1cnn(-c2ccccc2)c(=O)c1N(C)C do in these assays?
VEEV TC-83 Vero: 3.6%; influenza NS1A: 2%; H37Rv inhibition: 3%; Salmonella PhoP GFP: -6%; tuberculosis growth: 5%

What do the screens show for `NS(=O)(=O)c1ccc(CNC(=O)c2ccc(Cl)cc2[N+](=O)[O-])cc1`?
VEEV TC-83 Vero: 0.2%; influenza NS1A: 2%; H37Rv inhibition: 7%; Salmonella PhoP GFP: -5%; tuberculosis growth: 22%

Results for COc1ccccc1C(=O)Nn1c(C)nc2ccccc2c1=O ?
VEEV TC-83 Vero: 0.7%; influenza NS1A: -8%; H37Rv inhibition: -1%; Salmonella PhoP GFP: 1%; tuberculosis growth: 6%

Results for c1ccc(C2CN3CCSC3=N2)cc1 (stereo not drawn) ?
VEEV TC-83 Vero: 0.4%; influenza NS1A: 1%; H37Rv inhibition: -4%; Salmonella PhoP GFP: -10%; tuberculosis growth: -1%

How did Cc1nc(-c2ccc(F)cc2)c(CC(=O)N2CCN(S(=O)(=O)c3cccc(F)c3)CC2)s1 do in these assays?
VEEV TC-83 Vero: 6.2%; influenza NS1A: -3%; H37Rv inhibition: 3%; Salmonella PhoP GFP: 4%; tuberculosis growth: 21%

What do the screens show for `CCOc1ccccc1-c1nnc(CS(=O)(=O)c2ccccc2)o1`?
VEEV TC-83 Vero: inactive; influenza NS1A: -12%; H37Rv inhibition: -1%; Salmonella PhoP GFP: -8%; tuberculosis growth: -1%
